MC4R barr agon – human MC4R agonism via beta-arrestin. U2OS MC4R beta-arrestin complementation, luminescence; percent of melanotan II response, DMSO zero. activation, % at 8.9 µM. 360,000 compounds, 0.98% hits;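 active = activation above a per-plate cutoff, the mean activation of sample wells on that plate plus 3 SD, cut at about 8% in these data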
Target sequence (P32245 whole entry, looked up): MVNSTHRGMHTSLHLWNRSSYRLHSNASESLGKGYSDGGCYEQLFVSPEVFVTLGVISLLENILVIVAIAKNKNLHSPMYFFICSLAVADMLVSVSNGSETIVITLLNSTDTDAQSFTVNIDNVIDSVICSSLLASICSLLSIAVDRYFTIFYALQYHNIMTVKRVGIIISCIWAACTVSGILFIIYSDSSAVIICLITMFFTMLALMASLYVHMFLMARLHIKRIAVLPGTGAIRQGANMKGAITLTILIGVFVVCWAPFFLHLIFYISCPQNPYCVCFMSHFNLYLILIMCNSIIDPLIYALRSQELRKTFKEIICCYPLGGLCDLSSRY
ABHD5-PLIN5 inh – inhibitors of human ABHD5-perilipin-5 interaction. inhibition, % at 4 µM. 360,000 compounds, 0.78% hits. Split G. princeps luciferase complementation, luminescence, 4 h;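 active = inhibition above the mean inhibition across every tested compound plus 3 SD, cut at about 22% in these data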;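 note: 0% = DMSO only wells and the 100% control is not disclosed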
ABCB6 inh 2 – blocks the human ABCB6 transporter. Q9NP58. K562-ABCB6 porphyrin accumulation, flow cytometry, 1 h; hits give low values. fluorescence ratio to DMSO, % at 10 µM. 360,000 compounds, 0.19% hits. AID 602162;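 active = fluorescence ratio to DMSO below 75%, the collection mean minus 3 SD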;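 note: signal is porphyrin accumulated inside mitochondria; 100% equals median channel fluorescence of DMSO control wells; lower ratio means ABCB6 inhibition with less porphyrin fluorescence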
aDG glyco up – alpha-DG glycosylation activation | AID 624168 | 360,000 compounds, 0.22% hits | Pro5-aDG cells, alpha-DG glycosylation AlphaScreen (IIH6); 0% Pro5, 100% B10-LARGE cell signal | activation, % at 10 µM;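 active = activation of at least 8% versus controls, or a plate z-score of at least 8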;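 note: Pro5 are CHO cells carrying HIG-tagged alpha-DG that lacks glycosylation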
Granule exo inh – blocks lytic granule exocytosis; TALL-104 LAMP-1 surface exposure, flow cytometry; cells stimulated with thapsigargin and PMA; inhibition, % at 10 µM; 360,000 compounds, 0.66% hits; AID 651702;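 active = inhibition above about 55%, limit read from the data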
hiPSC survival – enhancers of human iPSC single-cell survival | hiPSC single-cell survival, ATPlite luminescence; 100% = ROCK inhibitor wells, 0% = DMSO | 360,000 compounds, 0.044% hits | AID 602274 | survival enhancement, % at 20 µM; in the data active = survival enhancement above about 18%;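 note: cells exposed to compounds for 16 hours before the ATP read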
H9c2 protect – protects H9c2 cardiomyocytes from peroxide injury. AID 588492. protection from H2O2 cell death, % at 20 µM. H2O2 injury protection, ATPLite, 2 h. 360,000 compounds, 0.63% hits;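 active = compounds giving at least 50% protection of heart cells from peroxide-induced death in the single-dose screen, raw or plate-pattern-corrected value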;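 note: 0% = DMSO wells with peroxide and 100% = DMSO wells without peroxide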
m5-HT2A agonist – mouse HTR2A agonism via beta-arrestin recruitment | CHO-K1 mHTR2A beta-arrestin complementation, luminescence; percent of 30 µM serotonin response | activation, % at 7.6 µM | 360,000 compounds, 0.66% hits;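 active = activation above a run cutoff, the mean activation of all tested compounds plus 3 SD, cut at about 14% in these data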;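 note: 0% = plate median of compound wells and 100% = 30 µM serotonin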
Target sequence (P35363 whole entry, looked up): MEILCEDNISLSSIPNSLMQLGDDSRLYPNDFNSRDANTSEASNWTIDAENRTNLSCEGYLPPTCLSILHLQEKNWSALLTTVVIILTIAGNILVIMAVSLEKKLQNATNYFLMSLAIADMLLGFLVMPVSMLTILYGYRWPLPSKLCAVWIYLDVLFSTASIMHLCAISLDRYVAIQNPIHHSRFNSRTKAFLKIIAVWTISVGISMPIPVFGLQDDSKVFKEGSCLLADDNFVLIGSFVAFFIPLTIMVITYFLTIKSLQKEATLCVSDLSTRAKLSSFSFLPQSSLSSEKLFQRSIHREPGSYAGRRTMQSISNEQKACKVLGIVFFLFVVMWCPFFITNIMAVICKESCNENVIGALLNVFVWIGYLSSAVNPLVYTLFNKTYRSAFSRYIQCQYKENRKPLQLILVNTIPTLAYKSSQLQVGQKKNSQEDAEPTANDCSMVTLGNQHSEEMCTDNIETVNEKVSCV
N-glyco inh – blocks N-linked glycosylation in D54 reporter cells; reporter increase, % at 12.5 µM; D54 ERlucT glycosylation luciferase reporter, 24 h; percent of 100 nM tunicamycin response; AID 588692; 360,000 compounds, 0.23% hits;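 active = mean luciferase reporter signal, scaled so untreated is 0 and the glycosylation-blocking control 100, at or above a set limit in every replicate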;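 note: luciferase carries N-glycosylation sites so blocking glycosylation raises the light; 0% = median of neutral control wells and 100% = median of 100 nM tunicamycin wells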
MC4R antagonist – blocks human MC4R cAMP signaling; MC4R-expressing cells, MTII-stimulated cAMP, LANCE TR-FRET; inhibition, % at 6.5 µM; 360,000 compounds, 0.48% hits;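 active = inhibition above its plate's cutoff, the mean of tested wells on that plate plus 3 SD, cut at about 29% in these data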;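 note: 0% = Melanotan II alone and 100% = Melanotan II plus saturating MCL0020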
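System: U2OS-MC4R stable cell line; Technique: Eu-cAMP/anti-cAMP TR-FRET, emission 671 nm; Repeats: single well per compound; Also added: Melanotan II; Dosing: one concentration, 6.5 µM nominal; Schedule: 30-min compound, 1-h challenge, 1-h detection, room temperature.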
Active calls of the source: *; . = not tested or not shown. Hits appear at their usual frequency; any-hit rate near 4.5%.

compound	MC4R barr agon	ABHD5-PLIN5 inh	ABCB6 inh 2	aDG glyco up	Granule exo inh	hiPSC survival	H9c2 protect	m5-HT2A agonist	N-glyco inh	MC4R antagonist
O=C(NC1CCCC1)C(Cc1ccccc1)n1cccc1 (stereo unspecified)	0.7	0	97	-0.1	0	-2.0	3	-3	0	5
O=C(CCCc1ccccc1)Nc1cccc([N+](=O)[O-])c1	0.4	0	96	0.6	57*	-0.1	-6	-3	-2	-5
Cc1ccc(C)c(S(=O)(=O)NCC(=O)Nc2sc3c(c2C(N)=O)CCC(C)C3)c1 (stereo unspecified)	4.4	-3	103	-0.2	-6	0.2	-21	0	-2	2
O=C(COC(=O)/C=C/c1cccc(C(F)(F)F)c1)NCc1ccccc1	-1.9	0	98	0.1	3	-1.4	0	4	3	6
O=C(CCN1CCCCC1)c1ccc2c(c1)OCCO2	1.4	14	101	0.1	38	0.9	3	7	-1	8
CSc1ccc(CN2CCC(Cc3ccccc3)CC2)cc1	2.1	-1	96	0.2	29	-0.7	-6	-6	-1	15
O=C(Nc1ccc2oc(-c3ccncc3)nc2c1)c1cccs1	-2.6	4	106	0.1	3	2.2	22	2	-7	-4
c1ccc(CSc2nnc(-c3ccccn3)n2-c2ccccc2)cc1	0.4	-2	91	0.0	-1	0.5	11	3	-1	4
Cc1nnc(-c2ccccc2)nc1N1CCOCC1	-1.7	3	105	-0.1	0	-0.4	2	2	2	1
CC(C(=O)O)N1C(=O)c2cccc3cccc1c23 (stereo unspecified)	-4.0	-3	95	0.3	-1	-5.1	9	-2	-2	8
O=C(NCc1ccc(F)cc1)c1cccc(S(=O)(=O)N2CCOCC2)c1	0.4	-11	93	0.1	-1	-0.2	-2	-1	0	-2
CN(Cc1cnn(-c2ccccc2)c1)C(=O)c1cccc(S(=O)(=O)Nc2ccccc2F)c1	-1.2	4	94	0.0	4	8.8	-5	-1	1	10
NC(=O)C1=C[C@H](c2csc3ccccc23)C[C@H](OCc2ccc(CO)cc2)O1	-1.2	4	96	-0.2	3	2.4	6	-1	2	11
Cc1ccccc1C(=O)NNc1ccc(-c2csnn2)cc1	0.5	-2	91	0.1	3	-0.2	1	-5	1	-3
OCC1(Cc2ccccc2)CCN(Cc2cnc(-c3ccc(Cl)cc3)nc2)CC1	0.7	11	98	0.5	37	-0.3	-14	1	-2	13
O=C(Nc1ccc(Br)cc1)c1cc(-c2cccs2)on1	1.1	-27	97	0.0	-12	1.5	-4	-6	1	10
CC(=O)S[C@@H]1CC2=CC(=O)CC[C@]2(C)[C@H]2CC[C@@]3(C)[C@@H](CC[C@@]34CCC(=O)O4)[C@H]12	0.8	11	92	-0.1	-10	2.0	37	0	2	-3
COc1ccc2c(c1OC)C(=O)N1C2SC[C@H]1C(=O)NC1CCCCC1 (stereo partly specified)	0.3	-18	101	0.1	0	0.3	-4	2	-1	5
CCC(C(=O)Nc1ccccc1F)n1nc(C)c2c(C)n(-c3ccccc3)nc2c1=O (stereo unspecified)	-0.9	-8	93	0.1	7	-0.3	-4	0	0	22
O=C1CCC(C(=O)N(Cc2cccs2)C2(C(=O)NC3CCCCC3)CCCCC2)N1 (stereo unspecified)	1.3	2	99	0.1	-1	-0.9	7	2	-1	18
COc1cc(C(=O)N(CCN(C)C)CC2CCCN(Cc3ccccc3F)C2)ccc1C (stereo unspecified)	-0.4	0	103	0.1	23	-0.7	7	-3	-2	0
c1ccc2c3c(c(CN4CCCC4)cc2c1)COC3	0.0	-2	105	-0.3	-1	2.8	4	-3	3	30*
CC(=O)NCCNc1nc(NC(C)C)nc2ccsc12	0.5	1	93	0.2	-1	0.2	11	5	3	0
O=C(Nc1ccccc1)/C(=C/c1ccc(F)cc1)NC(=O)c1ccco1	-0.9	-1	97	-0.1	9	-0.2	1	-1	3	5
COc1cccc(CCc2nnc(CCC(=O)N3CCCC3c3nccs3)o2)c1 (stereo unspecified)	-3.0	3	101	-0.5	-1	-0.7	-1	-1	2	2
CCC(c1nnnn1Cc1cccs1)N1CCN(c2nc3ccccc3s2)CC1 (stereo unspecified)	-1.8	6	92	12*	-1	-3.4	-3	6	-8	9
CS(=O)(=O)Nc1ccc(C(=O)NCCSC2CCCCC2)cc1	-0.9	2	97	0.2	0	-1.0	-2	0	2	14
O=C(Cc1ccc(Br)cc1)Nc1cccc(S(=O)(=O)N2CCOCC2)c1	-1.2	4	95	0.0	-1	0.0	1	-3	-2	12
Cc1ccc(OCC(=O)c2cc(C)n(Cc3ccco3)c2C)c([N+](=O)[O-])n1	-1.8	4	88	0.3	-2	0.7	-11	-3	-4	2
Cc1ccc(C(=O)CSc2nsc(C)c2C#N)cc1	-1.4	-9	115	-0.4	0	-0.5	-13	-6	-4	7
CCN1CCN(S(=O)(=O)c2ccc(Cl)c(C(=O)NC3CCCC3)c2)CC1	-1.2	2	90	-0.2	-3	-0.3	6	2	-3	1
Cc1ccc(NC2CCCN(C(=O)c3cnsn3)C2)cc1C (stereo unspecified)	-2.2	-7	98	0.0	-6	-0.6	-5	1	1	-2
COc1cc(C2/C(=C(\O)c3ccc4c(c3)CC(C)O4)C(=O)C(=O)N2Cc2ccco2)ccc1O (stereo unspecified)	-3.3	11	99	-0.2	0	-0.7	1	3	1	2
CCc1ccccc1NC(=O)C(CC)Sc1nc2cc3c(cc2c(=O)n1Cc1ccco1)OCO3 (stereo unspecified)	-0.8	-2	93	-0.2	-1	4.8	13	3	-2	2
COc1cccc(NC(=O)CN(C)C(=O)CNC(=O)c2ccc(Oc3ccccc3)cc2)c1	-0.2	-14	98	-0.2	23	0.1	-12	7	-1	8
Cc1cccc(OCCC(=O)NCC(c2ccccc2)N(C)C)c1 (stereo unspecified)	-2.4	-3	99	-0.1	1	3.0	2	-5	0	-3
COCCCNC(=O)CC(NS(=O)(=O)c1ccc(C)cc1)c1ccc(OC)cc1 (stereo unspecified)	-1.5	-6	97	0.3	2	0.1	3	2	2	-3
Cc1c(C)n(CCc2ccccc2)c2ncnc(NN)c12	-1.8	0	97	0.0	-4	-0.2	13	5	-2	3
COc1ccc(C(=O)COC(=O)c2ccc(Cl)nc2)c(OC)c1	-2.1	-8	97	-0.1	8	-0.1	-2	-1	-1	-4
CCOC(=O)N1CCN(C(=O)Cn2ccc3ccccc3c2=O)CC1	-2.3	0	90	0.0	3	1.3	8	-1	0	8
O=C(/C=C/c1ccc(Cl)cc1)NC1CCS(=O)(=O)C1 (stereo unspecified)	-1.2	-1	111	-0.1	-1	-3.3	8	2	0	-3
CCS(=O)(=O)N1Cc2ccccc2CC1C(=O)Nc1ncc(C)s1 (stereo unspecified)	0.3	-5	99	-0.2	-2	-1.4	-4	5	-6	8
O=C1C(=O)N(Cc2ccccc2)C(=O)N1CCN1C(=O)c2ccccc2C1=O	-5.5	1	101	0.2	1	-1.3	9	0	0	12
OCc1ccccc1SSc1ccccc1CO	1.9	48*	95	0.2	34	-0.6	7	4	1	-8
NC(N)=Nc1nc2ccc(Br)cc2c(=O)[nH]1	1.2	2	96	0.6	1	-2.9	9	-3	3	-1
O=C(NCCc1ccncc1)C(F)(F)F	-3.0	-8	99	-0.3	2	0.9	5	-2	1	3
CNc1ccc(Cl)cc1S(=O)(=O)c1ccccc1[N+](=O)[O-]	.	-4	99	0.0	0	-1.0	-3	2	0	.
CC(OC(=O)c1ccccc1O)C(=O)Nc1ccc(Cl)cn1 (stereo unspecified)	0.9	-2	98	0.3	-6	-0.5	-4	-1	3	17
Cn1c(=O)c2cc(S(=O)(=O)Nc3cccc(F)c3)ccc2n(C)c1=O	-0.1	-1	111	0.3	-1	5.8	16	1	2	21
Cc1c(C)c2ccc(OCC(=O)N[C@@H](Cc3ccccc3)C(=O)O)cc2oc1=O	-1.9	3	102	0.0	-2	2.0	0	5	0	0

Going on with the list.
compound	MC4R barr agon	ABHD5-PLIN5 inh	ABCB6 inh 2	aDG glyco up	Granule exo inh	hiPSC survival	H9c2 protect	m5-HT2A agonist	N-glyco inh	MC4R antagonist
Cc1ccccc1NC(=O)CN1C(=S)NC(C)(C)CC1C (stereo unspecified)	2.3	-6	104	-0.2	7	-2.3	2	0	1	3
O=C(COC(=O)c1ccccc1O)NC(=O)NCc1ccccc1	1.0	-16	100	-0.2	-3	-0.5	-9	-1	1	6
CCCn1c(N)c(N(CCOC)C(=O)c2cc3ccccc3cc2OC)c(=O)[nH]c1=O	-1.4	-7	105	-0.2	-9	-0.4	8	5	-1	8
COc1cccc(-c2nnn(CC(=O)NC3CCCC3)n2)c1OC	-2.9	0	98	0.1	2	-0.4	0	2	3	-3
Cn1c(N)c(C(=O)COC(=O)Cc2c(F)cccc2Cl)c(=O)n(C)c1=O	-0.5	-3	99	0.0	-4	-0.4	7	-6	1	6
Cn1nnnc1SCc1cccc(CSc2nnnn2C)n1	0.1	2	96	-0.3	-5	4.9	9	0	0	0
COC(=O)c1sccc1NC(=O)c1ccc(C)cc1	3.9	2	84	-0.3	-14	1.1	-1	8	0	14
COc1ccc(NC(=O)c2cc3nc(-c4ccccc4)cc(C)n3n2)cc1OC	-1.5	7	97	-0.3	0	-0.5	37	-3	-1	-7
N/C(Cn1cncn1)=N\NC(=O)c1ccc(Cl)cc1Cl	-1.7	1	99	0.1	1	0.0	3	-3	-1	5
CCOC(=O)c1ccc(NC(=O)CSCCC(=O)O)cc1	2.7	-9	94	-0.2	0	-0.9	-6	0	4	14
CN(C(=O)CSc1nc(-c2ccc(C(C)(C)C)cc2)c(C#N)c(=O)[nH]1)C1CCCCC1	-3.8	0	99	0.9	-2	0.0	-4	1	1	10
C=C(C)C1CC=C(C)/C(=N/NC(=O)c2cccs2)C1 (stereo unspecified)	-0.5	-5	102	-0.1	1	-1.7	-6	-2	-1	8
COc1ccc(C(=O)n2cnc3ccccc32)cc1[N+](=O)[O-]	-0.7	-3	99	-0.1	-12	1.7	2	4	-1	10
CN1C(=O)C2(NC(=O)c3ccccc3N2C)c2ccccc21 (stereo unspecified)	0.4	-2	100	0.0	-5	-0.5	2	1	-2	5
O=C(Nc1cccc(-c2nc3ccccc3s2)c1)c1cc(=O)c2ccccc2o1	-0.6	-1	101	-0.2	-2	-1.9	47	1	0	10
COc1ccc(CNS(=O)(=O)c2ccc(OC)cc2)cc1	0.2	3	98	0.1	-2	5.2	-8	0	0	4
NC(=O)C[n+]1cccc(CNC(=O)c2ccc(OC(F)F)cc2)c1	-0.8	-5	97	-0.2	-1	-1.1	-2	8	0	6

3 of the entries above in order of the Granule exo inh value, high to low:
| SMILES | Granule exo inh |
| --- | --- |
| Cn1c(N)c(C(=O)COC(=O)Cc2c(F)cccc2Cl)c(=O)n(C)c1=O | -4 |
| CCCn1c(N)c(N(CCOC)C(=O)c2cc3ccccc3cc2OC)c(=O)[nH]c1=O | -9 |
| COc1ccc(C(=O)n2cnc3ccccc32)cc1[N+](=O)[O-] | -12 |

Assay outcomes as filed in PubChem.
